HCV inhibitor: inhibitors of hepatitis C virus infection | Potency, µM (series often up to 41.8 µM), without a hit: top-dose activity change, negative = inhibition, most hits filed as inhibitors | Huh7.5.1 HCVcc-Cre infection, luciferase reporter, 44 h | 340,000 tested, 3.4% active
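HCVcc-Cre virus at an moi near 0.5 was added right after compound to cells cultured 4 h from seeding (1,000 cells/well). Luciferase activity was determined 44 h later, 15 min after substrate addition at RT.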
Sm TGR inh: S. mansoni TGR enzyme inhibition; 360,000 tested, 3% active; Potency, µM (series often up to 114 µM), for the others: at the top dose activity change, negative = inhibition, most hits filed as inhibitors; Q962Y6; purified TGR, DTNB reduction, TNB absorbance 405 nm; note: nearly all actives have a fitted effect of over 60% in size
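Kinetic colorimetric format: TGR-catalysed, NADPH-driven DTNB reduction monitored via TNB absorbance. Enzyme dispensed at 20 nM; compound exposure 15 min at room temperature before reaction start.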
Pf growth 48h: inhibits P. falciparum growth in the first generation, 48 h; Potency, µM (doses to about 28.7 µM), without a hit: top-dose activity change, negative = inhibition, hits mostly inhibitors; 310,000 tested, 5.9% active; P. falciparum luciferase growth in erythrocytes, 48 h
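Here the parasites carry a stable luciferase gene and grow inside erythrocytes in Albumax-based RPMI medium with compound for one erythrocytic cycle. Activity is scored as loss of luminescent signal.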
TbPYK inhibitor: blocks Trypanosoma brucei pyruvate kinase; Q57TT1; TbPYK enzyme, Kinase-Glo Plus ATP luminescence, 45 min; Potency, µM (highest dose often 76.8 µM), for the others: top-dose activity, negative = inhibition, hits mostly inhibitors; 410,000 tested, 0.12% active; note: nearly all actives have a fitted effect of over 50% in size
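Quantitative HTS: titrated library compounds versus trypanosomal pyruvate kinase in TEA buffer (pH 7.2) containing KCl, MgCl2, BSA and Tween-20. Reactions were initiated with ADP, 130 uM final. Kinase-Glo Plus luminescence was read after 45 min at RT.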
LmPK inh: blocks Leishmania mexicana pyruvate kinase activity; Q27686; purified LmPK, Kinase-Glo ATP luminescence, 1 h; Potency, µM (titrated, usually from 57.5 µM), for the others: at the highest dose activity change, negative = inhibition, hits mostly inhibitors; 290,000 tested, 0.37% active
Target sequence (Q27686 whole entry, looked up): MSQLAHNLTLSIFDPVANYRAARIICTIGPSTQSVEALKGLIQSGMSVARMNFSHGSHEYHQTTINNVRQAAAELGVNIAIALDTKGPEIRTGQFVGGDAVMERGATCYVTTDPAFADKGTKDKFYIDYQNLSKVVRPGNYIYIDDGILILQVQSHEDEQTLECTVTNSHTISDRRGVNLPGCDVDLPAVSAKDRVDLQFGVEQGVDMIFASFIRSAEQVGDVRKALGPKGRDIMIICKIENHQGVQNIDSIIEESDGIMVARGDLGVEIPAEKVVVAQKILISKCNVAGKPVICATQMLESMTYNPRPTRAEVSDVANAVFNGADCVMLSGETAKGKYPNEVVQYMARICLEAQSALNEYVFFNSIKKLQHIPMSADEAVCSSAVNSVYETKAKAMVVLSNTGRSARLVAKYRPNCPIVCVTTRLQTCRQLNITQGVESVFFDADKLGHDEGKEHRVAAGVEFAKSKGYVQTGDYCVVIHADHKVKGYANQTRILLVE
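ATP generated from ADP (0.1 mM) and PEP (0.5 mM) by 0.1 nM LmPK over 1 h at room temperature (pH 7.2 imidazole buffer) was detected by coupled luciferase luminescence. Values were normalized to uninhibited and no-enzyme wells.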
Pf growth 96h: P. falciparum growth inhibition at 96 hours. P. falciparum luciferase reporter growth, 96 h. Potency, µM (series often up to 28.7 µM), without a hit: at the highest dose activity change, negative = inhibition, actives largely listed as inhibitors. 320,000 tested, 6.9% active. AID 504834
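Delayed-death screen, second-generation endpoint: infected erythrocytes, 2% hematocrit, 0.05% parasitemia final; 96 hours at 37 C, 5% CO2; luciferase detection reagent; luminescence decrease equals reduced growth.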
Active calls of the source: *; ? = inconclusive; · = no result given; & = joins results of further samples; [ ] = dose if it differs, or a comment. Calls come from the whole dose curve; as a rule, active = well fitted curve in the direction sought with a large enough effect; inconclusive = small, poorly fitted or top-dose-only effect, or another doubt; inactive = no such curve, though single readings can be large; an effect the other way counts as inactive or inconclusive. % is set by controls: 0 for no effect and ±100 for the full control effect; potency is the fitted concentration of half-maximal effect. Not a hit list; any-hit rate near 16%.

mol	HCV inhibitor	Sm TGR inh	Pf growth 48h	TbPYK inhibitor	LmPK inh	Pf growth 96h
CCOC(=O)c1[nH]ncc1CN1CCCC(C(=O)c2cccc(Cl)c2)C1 (stereo not given)	10%	8%	2%	-4%	0%	31%[activator]
Cc1cccc(C)c1OCC(O)CN1CCN(c2ccccn2)CC1 (stereo not given)	24%	0%	-4%	6%	3%	-7%
Nc1c(C(=O)O)sc2nc(-c3ccccc3)c3c(c12)CCCC3	5%	?	3%	-14%	-5%	?
Cc1ccccc1Sc1c(C#N)c(-c2ccccc2)nn1C	?	-19%	?	3%	-6%	-3%
C=C[C@@H]1c2ccccc2N(S(=O)(=O)c2ccc(C)cc2)[C@H](c2ccccc2C(F)(F)F)C1(C#N)C#N	0%	-3%	?	2%	·	?
Cn1cc(S(=O)(=O)NCC2CCCO2)c(=O)n(C)c1=O (stereo not given)	12%	25%	11%	-9%	3%	7%
CC1(C)Cc2c(sc3c2C(=O)NC(c2cccnc2)N3)CO1 (stereo not given)	-7%	-33%	19%	-12%	2%	23%
Cc1ccccc1OCc1nnc(SCC(=O)Nc2ccc(N3CCOCC3)c(Cl)c2)n1C	-6%	-14%	·	2%	10%	?
CC1CCCC(NC(=O)CN2CCN(Cc3ccc(Cl)cc3)C2=O)C1C (stereo not given)	2%	-1%	·	15%	1%	19%
Cc1cccc(N(CC(=O)NC2CCCC2)C(=O)CCC(=O)Nc2ccccn2)c1	5%	5%	-13%	0%	12%	-28%
O=[N+]([O-])c1ccc(N/N=C2/CCCCC2c2ccccn2)c([N+](=O)[O-])c1 (stereo not given)	-7%	8.9µM*	3%	-1%	-3%	4%
CN(CC(=O)Nc1cccc(F)c1)C(=O)C1=COCCO1	6%	5%	-28%	-4%	·	19%
CCOc1cc(CNc2ccc(O)cc2)cc(Br)c1OCc1ccccc1F	-25%	-15%	?	?	-3%	31%[activator]
COc1ccc(S(=O)(=O)N(CC(=O)N2CCOCC2)c2cc(Cl)ccc2OC)cc1OC	-2%	5%	?	-2%	-2%	?
COc1cc(-c2nc3ccccn3c2/N=C/c2cccc(OC)c2O)ccc1O	5%	-15%	5%	-2%	2%	54%[activator]
O=C(NCc1ccccc1F)C(c1ccccc1)c1ccccc1	-3%	0%	-11%	-7%	-2%	-22%
O=C(Nc1nnc(CC(=O)N2CCOCC2)s1)c1cccs1	11%	-7%	14%	-5%	0%	·
C/C=C(/C)C(=O)Nc1cccc(C2=NOC3(C2)C[C@@H](C(N)=O)N(C(=O)c2ccc(OC)cc2)C3)c1 (stereo not given in full)	15%	3%	41%[activator]	-7%	0%	65%[activator]
O=C(CN1CCCC1)Nc1ccc([N+](=O)[O-])cc1	-17%	13%	4%	-21%	-7%	-10%
O=C(Nc1ccc(N2CCN(C(=O)c3cccs3)CC2)cc1)c1ccc(F)cc1	?	-13%	?	-4%	-4%	40%[activator]
COC(=O)c1cc2oc(C)cc2n1CC(=O)Nc1cc(C)cc(C)c1	?	-5%	-26%	-4%	4%	?
CS(=O)(=O)N(CC(=O)N1CCc2ccccc2C1)c1ccccc1Br	9%	2%	-3%	-2%	-1%	0%
CCOC(=O)N1CCC(NC(=O)C2CCN(S(=O)(=O)c3cccc4cccnc34)CC2)CC1	4%	-6%	-9%	-9%	-5%	?
CCc1ccc(OCC(=O)N2CCN(CC(=O)Nc3ccccc3Cl)CC2)cc1	-1%	0%	?	4%	·	?
CC(=O)c1c(O)c(C)c(O)c2c1OC1=CC(=O)C(C(C)=O)C(=O)[C@@]12C (stereo not given in full)	24%	0%	-16%	-9%	0%	24%
Clc1ccc(OCc2cc(-c3ccccc3)no2)c(Cl)c1	-24%	-6%	81%[activator]	1%	-15%	223%[activator]
CCOC(=O)c1cc2nc(Nc3ccc(OC)cc3)sc2s1	?	-3%	3%	-10%	0%	11%
COc1ccc(C2(C(=O)NC(C)C)CCCC2)cc1OC	1%	8%	-3%	-4%	5%	·
COc1ccc(C(c2nnnn2CC2CCCO2)N2CCN(c3ccc(F)cc3)CC2)cc1 (stereo not given)	2%&13%	-24%	?	-3%	0%	8.3µM*
CC(=O)c1cccc(N(C(=O)Cn2nnc3ccccc32)C(C(=O)NCc2ccccc2)c2ccccn2)c1 (stereo not given)	1%	-12%	-11%	-1%	3%	35%[activator]
O=C1NCCCCC1NS(=O)(=O)c1ccccc1 (stereo not given)	-5%	0%	15%	7%	2%	-13%
CCOC(=O)c1c(C)[nH]c(C(=O)C(C)N2CCCC2)c1C (stereo not given)	5%	?	-33%	1%	-4%	6%
COC(=O)c1ccc(COc2nc(C)cc(C)c2C#N)o1	-29%	-1%	8%	3%	1%	·
CC(=O)c1ccc(NC(=O)C(C)Sc2n[nH]c(-c3cccnc3)n2)cc1 (stereo not given)	9%	1%	-35%	-6%	6%	?
COc1ccc(OC)c(NC(=O)CSc2nnc3ccc(-c4ccccn4)nn23)c1	23%	-2%	22%	4%	·	0%
CCOC(=O)C(C(=O)OCC)c1c([N+](=O)[O-])c(=O)n2c3c(cccc13)CCC2	-24%	-13%	8%	-7%	3%	12%
Cc1cccc(C)c1NC(=O)CCCN1C(=O)C(c2ccccc2)Oc2cccnc21 (stereo not given)	-8%	10%	14%	-8%	-4%	28%
COc1ccc(C)cc1N(CC(=O)N1CCOCC1)S(C)(=O)=O	3%	-22%	0%	-1%	8%	?
CCCCCC(NC(=O)C1CCN(C(=O)[C@@H](NS(=O)(=O)c2ccc(C)cc2)C(C)C)CC1)C(=O)O (stereo not given in full)	19%	2%	-1%	0%	-6%	?
O=C1CCCCC(=O)N(c2ccccc2)c2ccccc21	7%	0%	3%	-4%	0%	-22%

Part of the list above, set out differently.
Screens in order – HCV inhibitor | Sm TGR inh | Pf growth 48h | TbPYK inhibitor | LmPK inh | Pf growth 96h
> O=C1CCCCC(=O)N(c2ccccc2)c2ccccc21
→ 7% | 0% | 3% | -4% | 0% | -22%
> COc1ccc(C)cc1N(CC(=O)N1CCOCC1)S(C)(=O)=O
→ 3% | -22% | 0% | -1% | 8% | ?
> Nc1c(C(=O)O)sc2nc(-c3ccccc3)c3c(c12)CCCC3
→ 5% | ? | 3% | -14% | -5% | ?
> O=C(CN1CCCC1)Nc1ccc([N+](=O)[O-])cc1
→ -17% | 13% | 4% | -21% | -7% | -10%

(list continues)
mol	HCV inhibitor	Sm TGR inh	Pf growth 48h	TbPYK inhibitor	LmPK inh	Pf growth 96h
O=C(NCCN1CCN(Cc2ccccc2)CC1)c1cc2c(=O)[nH]c3ccccc3c2s1	13µM*	-20%	10µM*	-6%	8%	·
ClCc1ncc(-c2ccc(Cl)cc2)o1	-5%	25µM*	-4%	-1%	-3%	-14%
Cc1ccc(NC(=O)Nc2cccnc2)cc1NC(=O)Nc1cccnc1	11µM*	5%	9.3µM*	-3%	2%	?
Cc1ccc(OCC(O)CNS(=O)(=O)c2ccccc2C(=O)O)cc1 (stereo not given)	19%	-23%	-6%	4%	-1%	54%[activator]
O=C(COC(=O)C1CCC1)NCc1ccccc1	3%	3%	-2%	3%	·	-8%
NS(=O)(=O)c1ccc(CCNC(=O)c2ccco2)cc1	4%	-25%	7%	-1%	-3%	6%
CCC(C)(C(=O)NC1CCCC1)N(C(=O)c1ccccn1)c1ccccc1 (stereo not given)	15%	-35%	-9%	3%	-5%	0%
CN(/C=C/c1c([N+](=O)[O-])c(=O)n(C)c(=O)n1C)c1ccccc1	13%	1%	-8%	2%	-2%	8%
Cc1nc2c(O)cccc2cc1CO	3%	6%	-11%	-1%	6%	?
O=C(c1cc2nc(-c3ccco3)cc(C(F)(F)F)n2n1)N1CCCc2ccccc21	5%	-29%	25%	-3%	5%	?
COc1ccccc1CNC(=O)CSc1nnc2ccc(-c3cccnc3)nn12	-17%	-4%	?	2%	-12%	?
O=C(COC(=O)c1cc(=O)[nH]c2ccc(Br)cc12)c1ccccc1	-13%	11%	10%	14%	7%	43%[activator]
COc1ccc(/C=N/NC(=O)C2(O)c3ccccc3-c3ccccc32)cc1	-4%	-18%	-2%	-9%	2%	17%

Single records (already shown).
`ClCc1ncc(-c2ccc(Cl)cc2)o1` is listed with HCV inhibitor = -5%; Sm TGR inh = 25µM*; Pf growth 48h = -4%; TbPYK inhibitor = -1%; LmPK inh = -3%; Pf growth 96h = -14%
`O=C(COC(=O)C1CCC1)NCc1ccccc1` is listed with HCV inhibitor = 3%; Sm TGR inh = 3%; Pf growth 48h = -2%; TbPYK inhibitor = 3%; LmPK inh = ·; Pf growth 96h = -8%

Screening data deposited in PubChem by National Center for Advancing Translational Sciences (NCATS).
